BoNT F protease = inhibitors of Botulinum neurotoxin F light chain protease. 360,000 tested, 0.22% active. inhibition, % at 10 µM. Multiplex microsphere protease cleavage assay, flow cytometry; in the data active means inhibition above about 35%, passing the limit was not always enough; inconclusive means no clear call, values can overlap the other calls; further: plate controls were buffer without enzyme for full effect and enzyme alone for no effect
FadD28 FP inh = blocks FadD28 binding to the bisubstrate probe. fluorescence polarization. 360,000 tested, 0.22% active. inhibition, % at 12.5 µM; in the data active means inhibition above about 8.5%, passing the limit was not always enough; inconclusive means no clear call, values can overlap the other calls
BioA inh = blocks M. tuberculosis BioA enzyme activity. inhibition, % at 9.99 µM. purified M. tuberculosis BioA enzyme, plate reader. 360,000 tested, 0.096% active; in the data active means inhibition above about 40%; inconclusive means no clear call, values can overlap the other calls
GDH-TPI inh = inhibits GDH-TPI coupling enzymes, artifact for Mtb FBA screen; inhibition, % at 4.8 µM; GDH-TPI coupled enzyme counterscreen, NADH absorbance; 360,000 tested, 1.2% active; AID 588335; in the data active means inhibition above about 30%;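 further: 0% = DMSO wells and 100% = wells lacking the enzyme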
FBA Mtb inh = inhibits M. tuberculosis FBA enzyme. P9WQA3. purified M. tuberculosis FBA, fluorescence read-out. inhibition, % at 1 µM. 360,000 tested, 2.3% active. AID 588726; in the data active means inhibition above about 27%;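 further: 0% = vehicle and 100% = reference inhibitor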
Target sequence (P9WQA3 whole entry, looked up): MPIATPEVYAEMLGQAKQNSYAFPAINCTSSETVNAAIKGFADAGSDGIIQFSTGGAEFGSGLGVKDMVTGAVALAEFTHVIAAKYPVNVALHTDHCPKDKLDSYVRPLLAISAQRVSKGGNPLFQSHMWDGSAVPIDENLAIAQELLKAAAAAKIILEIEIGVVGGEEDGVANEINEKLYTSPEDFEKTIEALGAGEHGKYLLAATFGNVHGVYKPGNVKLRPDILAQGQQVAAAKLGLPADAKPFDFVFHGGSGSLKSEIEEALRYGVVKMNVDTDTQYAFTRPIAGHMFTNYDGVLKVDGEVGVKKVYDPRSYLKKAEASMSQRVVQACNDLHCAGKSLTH
PfHsp40 yeast = compounds rescuing yeast from Plasmodium falciparum HSP40 toxicity; S. cerevisiae expressing PfHsp40, growth rescue, ATP luminescence; growth rescue, % at 12.5 µM; 340,000 tested, 0.68% active; AID 504582; in the data active means growth rescue above about 28%, passing the limit was not always enough; inconclusive means no clear call, values can overlap the other calls;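 further: yeast W303a lacking pdr1 and pdr3 grown in galactose medium; growth measured after three days at 30 °C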
UGM FP inh = inhibitors of M. tuberculosis UDP-galactopyranose mutase | purified UGM, fluorescence polarization probe displacement | 320,000 tested, 0.06% active | AID 504406 | inhibition, % at 10 µM; in the data active means inhibition above about 10%, passing the limit was not always enough; inconclusive means no clear call, values can overlap the other calls
Target sequence (P9WIQ1 whole entry, looked up): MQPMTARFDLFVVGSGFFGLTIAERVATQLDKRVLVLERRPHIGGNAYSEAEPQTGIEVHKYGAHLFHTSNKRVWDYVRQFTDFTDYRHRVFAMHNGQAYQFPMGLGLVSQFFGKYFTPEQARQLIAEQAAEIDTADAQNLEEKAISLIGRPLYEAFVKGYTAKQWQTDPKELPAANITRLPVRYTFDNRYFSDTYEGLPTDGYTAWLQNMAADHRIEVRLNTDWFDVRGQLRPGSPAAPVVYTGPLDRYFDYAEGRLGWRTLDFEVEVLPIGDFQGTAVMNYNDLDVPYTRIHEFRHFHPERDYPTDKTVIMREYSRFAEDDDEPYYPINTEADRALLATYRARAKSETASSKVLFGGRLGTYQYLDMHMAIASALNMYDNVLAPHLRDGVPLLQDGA
BoNT-A LC inh2 = blocks Botulinum neurotoxin A light chain protease. multiplex microsphere protease substrate cleavage, flow cytometry. inhibition, % at 10 µM. 360,000 tested, 0.17% active. AID 588499; further: plate controls were buffer without enzyme for full effect and enzyme alone for no effect
Anthrax LF inh2 = anthrax lethal factor protease inhibition | 360,000 tested, 0.12% active | multiplex microsphere protease cleavage assay, LF | inhibition, % at 10 µM | P15917; further: plate controls were buffer without enzyme for full effect and enzyme alone for no effect
* = called active by the depositor; ? = inconclusive; . = not tested or not shown. Unless noted, no stated cut-off is given here; in the data, active means inhibition above about 30%; inconclusive means no clear call, values can overlap the other calls; inactive means below that.

SMILES	BoNT F protease	FadD28 FP inh	BioA inh	GDH-TPI inh	FBA Mtb inh	PfHsp40 yeast	UGM FP inh	BoNT-A LC inh2	Anthrax LF inh2
COc1ccc(CCNC(=O)c2ccc3c(c2)N(Cc2ccc(F)cc2)CCS3)c(OC)c1	2	-1.2	-2.8	8	23	0.8	0.6	-0.3	-3
C#CCOCCOCCOCCNc1nc(N2CCN(C(=O)CCCCCCCCCCNC(=O)[C@H](CCCCN)n3cc(CCCC(=O)O)nn3)CC2)nc(N2CCN(C(=O)CCCCCCCCCCNC(=O)[C@@H]([C@H](C)O)n3cc(C)nn3)CC2)n1	-8	-2.1	2.7	3	-1	0.5	0.1	-0.1	-7
Cc1ccc(OCCC(=O)NNC(=O)c2ccncc2)cc1	-9	-1.4	-3.4	4	0	.	.	-0.7	-6
O=C(CCC(=O)N1CCN(Cc2ccc(F)cc2)CC1)Nc1nnc(C2CCCCC2)s1	-8	-0.2	-3.0	2	2	0.3	1.1	-2.1	-2
Cn1cc(S(=O)(=O)N2CCCC2)cc1C(=O)NCc1ccccc1	-3	-2.7	-0.1	0	3	0.2	-2.2	-0.1	8
CCOC(=O)C(CC(C)C)CP(=O)(O)CNC(=O)OCc1ccccc1 (configuration not stated)	-4	-0.4	.	3	0	-0.8	-3.2	-0.1	1
Cc1ccc(NC(=S)N2CCCC(CO)C2)c(C)c1 (configuration not stated)	-5	-3.2	.	-1	-3	0.5	0.1	0.4	0
Cc1cccc(CN(CC(=O)N/N=C/c2cccs2)S(=O)(=O)c2ccc(Cl)cc2)c1	-22	-6.9	-4.0	-3	-1	0.0	0.9	-0.6	-2
Cc1oc(C(N)=O)nc1-c1ccccc1	?	-1.4	.	18	19	-0.9	-3.4	-8.6	-8
CCOCCCNC(=O)Cn1cc2c(n1)-c1c(oc(C(=O)N3CCCC3)c1C)CC2	6	-0.9	3.6	3	1	.	.	0.1	-6
COc1ccc(N(CC(=O)Nc2cccc(N(C)S(C)(=O)=O)c2)S(=O)(=O)c2ccc(C)cc2)cc1	0	-0.7	2.1	-2	1	7.7	1.0	0.0	-1
Cc1cc(NC(=O)CSc2[nH]c(=O)cc(C(F)(F)F)c2C#N)no1	2	-3.4	2.0	15	6	-0.5	3.2	-0.8	-2
COc1ccc(C(CNC(=O)c2ccc(Cl)c(NC(=O)c3cccs3)c2)N2CCCC2)cc1 (configuration not stated)	-8	-7.1	.	-3	1	.	-2.2	-3.5	-2
CC1(c2ccc(OC(F)F)cc2)NC(=O)N(CC(=O)N2CCN(C(=O)c3ccco3)CC2)C1=O (configuration not stated)	4	-0.3	-0.5	1	-1	-2.3	-1.0	3.0	-2
O=C(CN1CCOCC1)NN=C(c1ccccc1)c1ccccc1	-4	0.6	.	0	1	0.8	3.2	0.0	2
CN(Cc1nccs1)C(=O)c1ccc(OC2CCN(CCc3ccccc3)CC2)cc1	5	-0.3	1.4	2	-2	-1.3	-2.7	1.7	1
CCN(c1ccccc1)S(=O)(=O)c1ccc(Cl)c(NC(=O)c2ccc(=O)[nH]n2)c1	-4	-1.9	-1.0	8	2	-0.3	-0.9	0.1	6
COc1ccc(NC(=O)CN(C)C(=O)C(CCSC)NC(=O)c2ccccc2)cc1 (configuration not stated)	-13	0.9	-1.6	0	-1	0.3	0.3	-1.1	-2
CCN(CC)c1ccc(Nc2nc(N3CCOCC3)c3ccccc3n2)cc1	-5	-3.1	1.0	4	0	1.2	-5.9	1.0	-4
CCOC(=O)C1CCN(c2cc3c(cc2NC(=O)c2ccc(OC)c(OC)c2)n(C)c(=O)n3C)CC1	3	-0.4	0.7	-3	0	0.9	1.6	1.5	-1
COc1cccc(/C(O)=C2/C(=O)C(=O)N(c3ccccn3)C2c2ccc(OC)c(OC)c2)c1 (configuration not stated)	-2	-3.3	-2.0	5	0	-0.1	0.8	-1.3	-14
CCCC(=O)C1=C(O)C(C(=O)OC)C(C)(C)CC1=NCCc1ccccc1 (configuration not stated)	?	-3.4	1.3	3	4	-0.6	-3.3	-2.4	2
NC(=S)NC1CC2CC1C1C=CCC21 (configuration not stated)	-10	-2.3	.	-7	-1	0.2	1.4	-0.3	-4
Cc1ccc(Cn2nc(C)c(NC(=O)C3(C)CC3(Br)Br)c2C)cc1 (configuration not stated)	10	-4.5	-2.6	7	-8	-1.1	-1.2	0.5	0
CCc1ccc(N=C2N=C(N)c3ccccc32)cc1	-2	-5.9	-0.4	0	-5	-1.3	0.3	1.8	4

Continued, starting with the last 2 of the part before.
SMILES	BoNT F protease	FadD28 FP inh	BioA inh	GDH-TPI inh	FBA Mtb inh	PfHsp40 yeast	UGM FP inh	BoNT-A LC inh2	Anthrax LF inh2
Cc1ccc(Cn2nc(C)c(NC(=O)C3(C)CC3(Br)Br)c2C)cc1 (configuration not stated)	10	-4.5	-2.6	7	-8	-1.1	-1.2	0.5	0
CCc1ccc(N=C2N=C(N)c3ccccc32)cc1	-2	-5.9	-0.4	0	-5	-1.3	0.3	1.8	4
Cc1ccc(NC(=O)CS(=O)CC(=O)N(CC(=O)NC2CCCC2)c2cccc(C)c2C)cc1 (configuration not stated)	4	-5.4	-0.9	13	1	-0.4	0.8	0.5	1
O=C(NC1CCCCC1)n1c(=O)oc2ccc(Cl)cc21	-1	-1.5	.	1	-1	-0.3	-3.3	-1.1	-2
Cc1ccc(NC(=O)Nc2ccc3c(c2)nnn3C)cc1C	-18	0.0	1.4	-2	1	-0.7	0.4	-5.1	10
Cc1ccc(S(=O)(=O)N2CCC(C(=O)N3CCCCCCC3)CC2)cc1	3	1.8	0.8	10	1	1.6	.	4.5	-4
CCC(C)NC(=O)CSC1=Nc2ccccc2C2=NC(CC(=O)NCc3ccccc3)C(=O)N12 (configuration not stated)	-4	-1.5	0.6	4	13	1.8	2.9	0.5	-3
COc1cc2c(cc1NC(=O)CN(C)Cc1cccc(OC)c1OC)oc1ccccc12	-9	-5.0	.	3	0	6.9	-1.4	-0.5	-1
Cc1ccccc1C(=O)Nc1ccc(N2CCN(C(=O)c3ccco3)CC2)cc1	-7	0.3	-2.5	2	1	2.6	0.7	0.1	-9
Cc1ccc(NC2=CC(=O)C(=O)c3ccccc32)cc1	-5	0.2	1.1	11	-4	0.9	1.4	-0.7	-2
CCn1c(CCNC(=O)c2ccc(OC)cc2)nnc1SCc1ccc(Cl)c(Cl)c1	8	-7.3	2.4	-6	2	6.6	0.2	0.5	-4
CCOC(=O)C1=CN(Cc2cccc(F)c2)S(=O)(=O)N(CC)C1c1cccc(OC)c1 (configuration not stated)	-3	-3.2	-1.5	5	-1	1.0	.	-0.5	-5
CC1(C)CC(NC(=O)c2ccc3c(c2)OCO3)CC(C)(C)N1	-2	-2.6	-0.7	-8	0	1.7	0.5	0.3	-1
CC(C)(C)NC(=O)COC(=O)CNC(=O)c1cc(Cl)cc([N+](=O)[O-])c1	-3	-2.8	-0.1	3	3	-1.4	-1.7	-0.9	1
CC(C)C(=O)Nc1ccc(C(=O)CN2C(=O)NC3(CCOc4ccccc43)C2=O)cc1 (configuration not stated)	-7	-0.6	7.4	-2	-1	0.7	-1.0	1.6	-7
COCCCNC(=O)C(=O)N/N=C/c1ccc(OCC(=O)Nc2cccc(Cl)c2C)c(OC)c1	-7	-1.3	-1.1	6	5	1.0	0.2	0.8	-4
c1ccc(-c2cc(-c3ccccc3)[nH]n2)cc1	4	-2.1	0.6	-1	1	6.5	-1.4	-3.1	3
COc1ccc(-c2oc3cccnc3c2-c2ccc(OC)nc2)cc1	0	-3.4	-5.3	8	139*	5.7	1.2	0.7	6
COc1cc(S(=O)(=O)NCc2ccc(F)cc2)ccc1-n1cnnn1	8	-2.9	-2.0	-11	-5	-1.5	-0.4	-2.1	8
O=C(COc1ccccc1Br)NCCC1=CCCCC1	-5	-4.1	-1.5	-13	-4	1.5	-2.3	-0.9	-3
O=C(CSc1ccc(F)cc1)NC(=O)c1ccccc1	-2	-0.3	-0.4	-3	5	.	.	-0.1	-8
COc1cc2c(cc1OC)CN(CCOc1ccc(Br)cc1)CC2	-9	-1.6	2.3	14	17	-0.6	1.9	-1.4	0
COc1cccc(CNC(=O)CSc2nc3c(oc4ccccc43)c(=O)n2CC2CCCO2)c1 (configuration not stated)	1	-3.7	-1.2	1	1	0.9	-5.1	1.2	3
Cc1cc(C)c(NS(=O)(=O)c2cccc3cccnc23)c(C)c1	3	0.6	0.4	8	4	0.3	1.5	0.1	1
CC(C)(C)Cc1c(C2CCCCC2)nc2ccc(Br)cn12	0	-0.9	0.3	.	2	.	.	-0.5	-8
CN(C)c1cc[n+](CC(=O)Nc2ccc(OC(F)F)cc2)cc1	0	-2.5	-0.3	-1	0	7.2	2.3	0.3	5
CCCn1cnc2cc(NCc3cccs3)ccc21	-2	-3.7	.	1	-3	-0.4	1.6	-1.5	-5
SMILES	BoNT F protease	FadD28 FP inh	BioA inh	GDH-TPI inh	FBA Mtb inh	PfHsp40 yeast	UGM FP inh	BoNT-A LC inh2	Anthrax LF inh2
Cc1ccc(S(=O)(=O)c2nc(-c3ccccc3F)oc2N2CC(C)OC(C)C2)cc1 (configuration not stated)	-9	-2.4	-1.3	3	2	-1.3	3.1	-0.2	-3
Cc1cc(NC(=O)CCC(=O)N(Cc2ccco2)C(C)(C)C(=O)NC2CCCCC2)no1	16	0.4	.	2	0	5.3	0.9	1.8	2
CCCc1c(C)nn(-c2ncccc2[N+](=O)[O-])c1C	-3	-1.3	-1.5	-2	3	0.7	1.2	-0.8	-2
CCc1nc2c(OCC3COc4ccccc4O3)cccn2c1N(C)C(=O)c1ccccc1F (configuration not stated)	3	-4.7	-1.5	2	-2	.	.	0.1	-5
COc1ccc(S(=O)(=O)N2CCc3ccccc32)cc1C(=O)O	15	-0.7	-3.3	14	3	-0.8	1.9	0.2	7
CC(C)[C@@H](C(=O)NCc1ccco1)N1C(=O)N2CCc3c([nH]c4ccccc34)[C@@]2(C)C1=O	2	-4.2	0.3	-2	-1	-0.3	0.8	-0.7	-8
Cc1cnn(-c2nc(-c3ccccc3)cc(-c3ccccc3)n2)c1	-2	-4.1	.	-6	-2	0.0	.	0.3	-8
COc1ccc(-n2c(=S)[nH]c3cc(C(=O)Nc4cc(C(N)=O)ccc4OC)ccc3c2=O)c(OC)c1	2	-0.7	2.1	-6	1	-0.9	1.0	-1.2	-15
CCC(=O)N1CCCC(C(=O)NS(=O)(=O)c2cc(C)c(Cl)cc2C)CC1 (configuration not stated)	-2	-2.6	-0.1	-5	0	.	.	0.0	0
O=C1OC[C@H]2CCCN2C(=O)[C@@H](CC(=O)N(CCO)Cc2ccccc2)C/C=C\C[C@H]1Cc1ccc(F)cc1	-6	-4.0	1.8	12	-1	0.5	-2.9	-0.2	2
COC(=O)[C@H](CC(C)C)NC(=O)CC[C@H]1O[C@@H](n2ccc(=O)[nH]c2=O)[C@H](O)[C@@H]1O	1	0.0	-1.4	.	1	.	.	-0.7	-9
COc1ccc(OCC(=O)NC(=O)c2ccccc2)c([N+](=O)[O-])c1	3	.	-0.5	0	-2	1.3	-0.6	-2.7	-6
N#CCC(=O)N/N=C/c1ccc(OS(=O)(=O)c2ccccc2)cc1	-3	-4.6	0.9	2	-1	0.5	1.1	-0.7	-18
CCOc1ccc(NC(=O)c2ccccc2C(=O)c2ccccc2)cc1OCC	?	-1.5	-0.7	1	-1	0.1	-0.4	2.4	-14
CN(C)c1nc(Oc2ccc(N)cc2)nc(N(C)C)n1	17	-1.1	-0.4	-1	2	-0.5	3.8	1.3	-2
COCCCn1c(=O)c2ccccc2n2c(=S)[nH]nc12	0	-3.2	-0.8	0	-1	1.8	-0.9	-0.9	-9
Cn1cc(/C=N/Nc2ccccc2)c2ccccc21	-11	-3.0	.	-5	-3	-0.3	-1.8	-0.8	-6
O=C(c1cccnc1)N1C2CCC1CC(O)(c1ccc(F)cc1)C2 (configuration not stated)	-8	-0.8	-0.2	1	5	-0.1	-2.8	-1.4	-1
O=S(=O)(c1ccc(S(=O)(=O)N2CCN(C3CCCCC3)CC2)cc1)N1CCCCCC1	-9	1.8	-1.0	3	2	-0.3	.	-0.5	-4

Screening data from PubChem BioAssay.
